TRPV1 ag – HTS Assay for Compounds that Act as Agonists of the Vanilloid Receptor 1; TRPV1-expressing cells, Fluo-8 calcium influx, agonist mode; AID 540275, 2011; activation, % at 8.33 µM; 320,000 compounds, 0.19% hits; Transient receptor potential cation channel subfamily V member 1 (Homo sapiens), Q8NER1; in the data active = activation above about 80%; inconclusive = between about 30% and that limit; also: 0% is about no effect
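Cells expressing TRPV1 were dye-loaded with Fluo-8 and read kinetically: 10 s baseline, 3 min after compound (agonist portion), then 2 min after EC20 capsaicin (allosteric enhancer portion). Calcium-bound dye fluorescence at 480/520 nm.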
PKM2 act – qHTS Assay for Activators of Human Muscle isoform 2 Pyruvate Kinase; Pyruvate kinase PKM (Homo sapiens), P14618; purified PKM2, Kinase-Glo ATP luminescence, activation; response scale: 0% is enzyme alone, no compound; Potency, µM (titrated, usually from 57.5 µM), for the others: top-dose activation, usual class: activators; 260,000 compounds, 0.34% hits; AID 1631, 2009; also: potency is read from the fitted curve at half-maximal effect; % is scaled to controls: 0 for no effect and ±100 for the full control effect; nearly all actives have a fitted effect of over 55% in size
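hPK-M2, >95% pure; 0.1 mM ADP / 0.5 mM PEP final; imidazole pH7.2 buffer w/ 7 mM MgCl2, 50 mM KCl; 1 h RT; Kinase-Glo lum. Intermediate enzyme activity for dual inhibitor/activator qHTS.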
hERG WT inh – qHTS for Inhibitors of KCHN2 3.1: Wildtype qHTS; Voltage-gated inwardly rectifying potassium channel KCNH2 (Homo sapiens), Q12809; U2OS, BacMam KCNH2, thallium flux FluxOr; stronger effect = lower value; activity change, % at 1.84 µM; 340,000 compounds, 0.37% hits;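 active = maximum activity change below -70%; inconclusive = maximum activity change between -70% and -50%; inactive = maximum activity change above -50%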; also: % is scaled to controls: 0 for no effect and ±100 for the full control effect
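U2OS cells transduced with wild-type KCNH2 virus are loaded with FluxOr dye for 45 min, and thallium flux is measured in kinetic reads before and after stimulation buffer. Rate constants are normalized to DMSO controls.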
CXXC DNA block – qHTS Fluorescence Polarization Assay for Inhibitors of MLL CXXC domain - DNA interaction. Histone-lysine N-methyltransferase 2A (Homo sapiens), Q03164. 290,000 compounds, 0.037% hits. MLL-CXXC / FITC-HOXA9 DNA fluorescence polarization. Potency, µM (titrated, usually from 115 µM), for inactives: at the top dose activity change, negative = inhibition, most hits filed as inhibitors. AID 2662, 2010; active = well fitted inhibition curve with a large enough effect in the polarisation, with a control signal flat, not every such curve was filed as active; inconclusive = small, poorly fitted or top-dose-only effect, or effect the other way, or a change in a side signal; inactive = no such curve, though single readings can be large or run the other way; the % refers to the polarisation; also: potency is read from the fitted curve at half-maximal effect
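Fluorescence polarization: 7 uM MLL-CXXC (stock) preincubated 5 min with compounds, then 50 nM fluorescein-HOX-A9 DNA (stock) added; 30 min ambient. Buffer 50 mM Tris-HCl pH 7.5, 50 mM NaCl, 1 mM DTT, 0.05% BSA.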
B2AR arrestin – qHTS assay of beta-arrestin-biased ligands of beta2-adrenergic receptor; Beta-2 adrenergic receptor (Homo sapiens), P07550; beta-arrestin recruitment to beta2AR, cell-based reporter; Potency, µM (doses to about 46.1 µM), for the others: at the highest dose activation, hits mostly activators; 330,000 compounds, 0.02% hits; AID 492947, 2010;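 also: potency is read from the fitted curve at half-maximal effect; 0% = DMSO controls and full agonism = EC100 isoproterenol or metaproterenol; nearly all actives have a fitted effect of over 65% in size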
Target sequence (P07550 whole entry, looked up): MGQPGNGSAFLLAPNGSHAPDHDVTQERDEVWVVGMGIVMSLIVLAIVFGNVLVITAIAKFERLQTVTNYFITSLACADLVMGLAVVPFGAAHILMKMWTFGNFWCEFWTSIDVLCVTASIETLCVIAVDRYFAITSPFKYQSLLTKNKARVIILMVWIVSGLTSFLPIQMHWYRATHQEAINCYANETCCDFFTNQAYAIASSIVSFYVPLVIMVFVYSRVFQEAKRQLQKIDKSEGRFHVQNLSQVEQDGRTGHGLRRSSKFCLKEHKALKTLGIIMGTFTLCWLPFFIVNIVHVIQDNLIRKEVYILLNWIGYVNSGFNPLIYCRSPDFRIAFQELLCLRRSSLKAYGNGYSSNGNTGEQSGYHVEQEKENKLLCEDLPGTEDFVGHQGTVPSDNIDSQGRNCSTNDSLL
GALK inh – qHTS Assay for Inhibitors of Human Galactokinase (GALK); Purified GALK, Kinase-Glo residual ATP luminescence; 270,000 compounds, 0.007% hits; Potency, µM (top dose mostly 57.5 µM), without a hit: at the top dose activity change, negative = inhibition, hits mostly inhibitors; P51570; AID 1868, 2009; also: potency is read from the fitted curve at half-maximal effect; % is scaled to controls: 0 for no effect and ±100 for the full control effect
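Galactose (100 uM) and ATP (35 uM) were turned over by 5 nM GALK for 1 h at RT. Kinase-Glo Plus then converted the remaining ATP into a luminescent signal.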
Giardia kill – Small Molecules that selectively kill Giardia lamblia: qHTS. AID 540267, 2011. 340,000 compounds, 0.15% hits. activity change, % at 7.66 µM, hits read low. Giardia lamblia trophozoite viability; in the data active = activity change below about -80%; inconclusive = between about -30% and that limit;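 also: parasites exposed to compound for two days anaerobically before the ATP read; % is scaled to controls: 0 for no effect and ±100 for the full control effect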
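Media and compound were dispensed first, then trophozoites at 100 cells/well; plates sat 48 hrs at 37 deg C without oxygen before ATP luminescence reagent was added and read after 15-30 min at room temperature.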
Coupling enz – qHTS Assay for Inhibitors of Fructose-1,6-bisphosphate Aldolase from Giardia Lamblia: Coupling assay counterscreen. activity change, negative = inhibition, % at 58.2 µM, hits read low. AID 2472, 2010. 290,000 compounds, 0.67% hits. coupling enzyme system counterscreen, AmpLite Red fluorescence; in the data active = activity change below about -30%; also: % is scaled to controls: 0 for no effect and ±100 for the full control effect
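Counterscreen lacking aldolase: glyceraldehyde-3-phosphate coupling-enzyme reagent preincubated 10 min at RT with compound (at 57.5 uM final), then substrate/coupling system with AmpLite Red added; fluorescence read at 525/598 nm after 20 min RT.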
USP2a inh – qHTS Assay for Inhibitors of Ubiquitin-specific Protease USP2a Using CHOP2 as the Reporter | 330,000 compounds, 0.01% hits | USP2 core, Ub-CHOP2 coupled fluorogenic reporter, 485/531 | Potency, µM (highest dose often 38.3 µM), for the others: at the highest dose activity change, negative = inhibition, hits mostly inhibitors;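 also: potency is read from the fitted curve at half-maximal effect; plate controls were DMSO wells for no effect and full inhibition by NEM control for full effect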
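USP2 core (10nM final) preincubated 30min RT with compound in 20mM Tris-HCl pH 8.0, 2mM CaCl2, 2mM beta-mercaptoethanol, 0.05% CHAPS; 25nM Ub-CHOP2 plus 25nM reporter substrate added, fluorescence (Ex485/Em531) read after 60min.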
KCNH2 3.1 block – qHTS for Inhibitors of KCHN2 3.1: Mutant qHTS; Potassium voltage-gated channel subfamily H member 2, brain isoform KCNH2 3.1 (human); 340,000 compounds, 0.95% hits; U2OS KCNH2 3.1, thallium flux FluxOr; stronger effect = lower value; activity change, % (tested at about 1.8 µM);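 active = maximum activity change below -70%; inconclusive = maximum activity change from -70% to -50%; inactive = maximum activity change above -50%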;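 also: thallium influx rate constant from kinetic fluorescence after stimulation buffer; % is scaled to controls: 0 for no effect and ±100 for the full control effect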
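We transduce U2OS cells with the mutant 3.1 virus, culture them overnight, load FluxOr with Red40 quencher for 45 min, then add stimulation buffer and read kinetically for 2 min to derive a normalized rate constant.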
Menin MLL FP TR – qHTS Assay for Inhibitors Targeting the Menin-MLL Interaction in MLL Related Leukemias: Competition With Texas Red Labeled MLL-derived Mutant Peptide | O00255 | Menin + Texas Red MLL mutant peptide, fluorescence polarization | Potency, µM (series often up to 61.6 µM), for inactives: top-dose FP activity change, negative = inhibition, hits mostly inhibitors | 270,000 compounds, 0.23% hits; active = well fitted inhibition curve with a large enough effect in the polarisation, with a control signal flat, not every such curve was filed as active; inconclusive = small, poorly fitted or top-dose-only effect, or effect the other way, or a change in a side signal; inactive = no such curve, though single readings can be large or run the other way; the % refers to the polarisation; also: potency is read from the fitted curve at half-maximal effect; % of control where 0% means no effect; many of its hits are not listed in these tables
Target sequence (O00255 whole entry, looked up): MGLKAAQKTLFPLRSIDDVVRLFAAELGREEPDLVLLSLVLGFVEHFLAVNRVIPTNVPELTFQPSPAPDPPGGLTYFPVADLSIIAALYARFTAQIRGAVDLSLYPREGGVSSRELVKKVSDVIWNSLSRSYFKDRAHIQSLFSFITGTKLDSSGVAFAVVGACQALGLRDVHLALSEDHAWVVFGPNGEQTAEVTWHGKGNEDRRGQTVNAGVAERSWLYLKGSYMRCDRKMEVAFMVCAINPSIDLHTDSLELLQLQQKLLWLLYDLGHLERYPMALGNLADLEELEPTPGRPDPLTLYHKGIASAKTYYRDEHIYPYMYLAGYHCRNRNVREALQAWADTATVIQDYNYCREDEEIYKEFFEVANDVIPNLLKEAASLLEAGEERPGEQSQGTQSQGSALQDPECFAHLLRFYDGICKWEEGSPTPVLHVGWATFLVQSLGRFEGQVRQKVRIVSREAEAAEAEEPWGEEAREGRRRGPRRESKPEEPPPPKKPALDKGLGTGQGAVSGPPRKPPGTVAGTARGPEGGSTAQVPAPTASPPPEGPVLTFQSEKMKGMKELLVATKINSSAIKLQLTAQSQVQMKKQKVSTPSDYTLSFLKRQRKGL
* = called active by the depositor; ? = inconclusive; . = not tested or not shown; [ ] = dose if it differs, or a comment. Unless noted, calls follow the shape of the dose curve; as a rule, active = well fitted curve in the direction sought with a large enough effect; inconclusive = small, poorly fitted or top-dose-only effect, or another doubt; inactive = no such curve, though single readings can be large; an effect the other way counts as inactive or inconclusive. This is a subset, so the mix of outcomes need not match the whole.

#	SMILES	TRPV1 ag	PKM2 act	hERG WT inh	CXXC DNA block	B2AR arrestin	GALK inh	Giardia kill	Coupling enz	USP2a inh	KCNH2 3.1 block	Menin MLL FP TR
1	CC(C)(C)c1cc(CCC(=O)NN)cc(C(C)(C)C)c1O	?	-4%	-2	13%	-0.4%	3%	-9	0	0%	0	-19%
2	CCN(CC)S(=O)(=O)c1ccc(N2CCCC2)c(NC(=O)C2CCCCC2)c1	26	-3%	-2	-4%	-0.1%	2%	-1	6	0%	-3	.
3	Cc1ccc(NC(=O)NC2CCCCCCC2)c(C)c1	27	-8%	10	1%	-1.0%	-5%	6	.	-1%	15	.
4	CCC(C)NC(=O)Cn1c(=O)n(-c2ccccc2)c(=O)c2ccc(C(=O)NCc3ccco3)cc21 (stereo not given)	1	0%	2	0%	-0.2%	-3%	-3	-2	0%	21	?
5	O=C1OCCC1Sc1nnc(-c2cccnc2)n1-c1ccccc1F (stereo not given)	1	.	-7	3%	0.4%	-7%	-4	4	-1%	8	8%
6	COc1ccc(CC2S/C(=C(\C#N)C(=O)NCc3ccco3)N(c3ccc(C)cc3)C2=O)cc1 (stereo not given)	2	9%	-2	24%	0.1%	2%	-10	1	1%	-7	-22%
7	CCn1ncc(NC(=S)Nc2ccc(OC)c(OC)c2)c1C(N)=O	-1	-1%	-1	-2%	0.0%	-3%	-1	-6	4%	-13	11%
8	O=C(/C=C/c1ccc(O)cc1)OCc1occc(=O)c1O[C@@H]1OC(CO)[C@@H](O)[C@H](O)[C@@H]1O (stereo not given in full)	-4	1%	-5	0%	-2.3%	.	1	6	1%	-3	1%
9	COc1ccc(C(c2c(NC(=O)c3ccccc3)sc(C)c2C)N2CCN(CCO)CC2)cc1 (stereo not given)	16	9%	-1	-12%	0.1%	-4%	13	2	-14%	1	-21%
10	CNS(=O)(=O)c1cccc(C(=O)OCc2cc(Cl)cc3c2OCOC3)c1	0	9%	-6	-2%	0.3%	9%	1	5	0%	-3	22%
11	Cc1cc(SCC#N)n2nc(C)c(-c3ccc(Cl)cc3)c2n1	-2	3%	6	9%	-0.8%	0%	5	2	2%	?	?
12	O=C(CSc1ccc(-c2cccnc2)nn1)N1CCCCC1	2	1%	1	?	0.2%	3%	-21	-1	0%	5	-9%
13	NC(CO)(CO)COCc1ccccc1	1	6%	10	-3%	-0.3%	-1%	-2	1	6%	13	3%
14	CCOC(=O)C1=C(C)N=c2s/c(=C\c3ccc(OCC(=O)O)cc3)c(=O)n2C1c1ccc(Cl)cc1 (stereo not given)	4	23%	-3	?	-0.6%	-2%	-23	8	3%	0	94%[activator]
15	CCCC1(CCC)NC(=O)N(CC(=O)Nc2ccc3c(c2)OCCO3)C1=O	.	.	2	.	-0.6%	.	6	.	3%	7	.
16	CCN(CC)S(=O)(=O)c1cc([N+](=O)[O-])ccc1N1CCC(C(N)=O)CC1	-2	7%	1	9%	-0.3%	1%	-4	3	6%	2	13%
17	Cc1cc([N+](=O)[O-])nn1CC(=O)NCc1ccc(Cl)cc1	0	-1%	-5	-1%	-0.5%	.	?	-5	2%	-20	6%
18	CC1=C(C(=O)OCc2ccccc2)C(c2ccsc2)NC(=O)N1C (stereo not given)	-1	-4%	13	-3%	-0.1%	3%	10	3	-2%	6	3%
19	CCC(C)NC(=O)CS(=O)(=O)Cc1nc(-c2cccc(OC)c2)oc1C (stereo not given)	21	-4%	-12	-7%	-0.6%	-5%	12	0	0%	2	-3%
20	COc1ccc(CNC(=S)N/N=C(/C)c2ccccc2)cc1	8	0%	-7	-5%	2.6%	-1%	-3	1	1%	0	.
21	COc1ccc(NC(=O)COC(=O)CCc2ccc(S(=O)(=O)N3CCOCC3)cc2)cc1Cl	.	.	2	.	-0.5%	.	-11	.	-7%	8	.
22	O=C(O)C1Cc2ccccc2CN1C(=O)COc1ccc(Br)cc1 (stereo not given)	0	3%	-22	12%	0.3%	0%	3	6	7%	12	-1%
23	Clc1ccc(Nc2ncnc3c2cnn3-c2ccccc2)cc1	-1	0%	-9	1%	0.0%	0%	7	-9	-2%	15	?
24	CN(Cc1ccccc1)C(=O)C(C(=O)c1ccc(F)cc1)n1cc(Cl)ccc1=O (stereo not given)	?	-8%	14	20%	-0.5%	4%	9	-1	-1%	3	-8%
25	COC(=O)c1ccc(-c2nc3ccccc3[nH]2)cc1	?	-42%	0	13%	-1.5%	5%	?	1	4%	22	-2%

Next section.
#	SMILES	TRPV1 ag	PKM2 act	hERG WT inh	CXXC DNA block	B2AR arrestin	GALK inh	Giardia kill	Coupling enz	USP2a inh	KCNH2 3.1 block	Menin MLL FP TR
26	O=[N+]([O-])c1cccc(CSc2ncnc3ccccc23)c1	4	0%	.	9%	0.1%	10%	6	0	-6%	6	3%
27	O=C(COC(=O)c1cccnc1)Nc1cccc(Cl)c1	-2	0%	6	7%	-0.4%	1%	-5	5	2%	0	13%
28	COCCn1c(-c2ccc(-c3ccc([N+](=O)[O-])cc3Br)o2)nc2c1c(=O)[nH]c(=O)n2CC(C)C	-5	10%	11	7%	-1.6%	11%	1	-4	0%	-30	12%
29	COC(=O)c1n[nH]n(-c2cc(Cl)cc(Cl)c2)c1=O	-9	-2%	9	2%	0.4%	.	-3	11	0%	-2	.
30	O=C(NC(=S)NCc1ccccc1)c1ccccc1	22	-1%	-5	3%	0.1%	-1%	-20	-1	-1%	.	10%
31	CCN(CC)CCNC(=O)CCCNC(=O)Cn1cnc2sc(C)c(C)c2c1=O	3	-11%	5	-16%	0.1%	0%	4	-2	1%	-5	4%
32	C=CCNC(=O)c1cc2c(=O)n3ccccc3nc2s1	2	.	0	17%	-1.0%	4%	-9	1	-1%	-15	-13%
33	Cn1c(SCC(=O)NCc2cccs2)nnc1-c1ccc(S(=O)(=O)N2CCCC2)cc1	-1	2%	1	11%	0.3%	8%	9	1	-1%	-2	-4%
34	CCOC(=O)C1CCN(C(=S)Nc2cc(C)ccc2C)CC1	0	-3%	-5	-4%	0.2%	0%	-8	-3	1%	-3	-1%
35	O=C(CCCNS(=O)(=O)c1cccc2nsnc12)NCCN1CCN(c2ccccc2F)CC1	-1	0%	40	6%	-0.3%	11%	12	1	0%	-2	-3%
36	CCC(C)C(NC(=O)OCc1ccccc1)C(=O)NCC(c1ccccc1)N(C)C (stereo not given)	-2	0%	3	19%	-0.7%	-1%	6	3	0%	2	?
37	C=CCOc1ccccc1CN1CCC(C(=O)Nc2cccc(-c3ccn[nH]3)c2)CC1	-6	.	11	5%	-0.4%	0%	-7	-4	-2%	19	-6%
38	CCC(C)NC(=O)c1ccc(NS(=O)(=O)c2ccc3[nH]c(=O)[nH]c3c2)cc1 (stereo not given)	5	1%	-9	-7%	0.3%	1%	-3	.	1%	-19	.
39	CC1CC(C)CN(C(=O)COC(=O)c2cc3ccccc3oc2=O)C1 (stereo not given)	.	.	2	.	-0.7%	.	13	.	2%	16	.
40	Cn1c(=O)oc2cc(S(=O)(=O)NCCN3CCc4ccccc4C3)ccc21	1	-6%	9	-6%	-0.7%	-3%	4	-2	-2%	14	-9%
41	CCCS(=O)(=O)c1nc(S(=O)(=O)c2ccc(C)cc2)c(N2CCC(O)CC2)s1	3	.	17	6%	-1.0%	0%	0	.	2%	-2	.
42	Cc1ccccc1N1CCN(C2CCCN(C(=O)CCN3CCCCC3=O)C2)CC1 (stereo not given)	2	-2%	5	16%	-1.0%	9%	1	-1	1%	-10	-1%
43	COc1cccc(NC(=O)CN(C)CC(=O)NCc2ccco2)c1	-1	.	-9	.	0.1%	.	3	.	1%	5	.
44	C=CCOc1ccc(CNc2nn[nH]n2)cc1	2	0%	17	-1%	-0.6%	1%	10	4	0%	16	-4%
